Compound activity as filed in PubChem.
DDE Tn6 FP inh: disrupts Tn6 cyclic peptide binding to fibrin D-Dimer-E complex | Fibrin DD(E) TRITC-Tn6 fluorescence polarization displacement | 0.21% of 370,000 active | inhibition, % at 8.3 µM | P02675;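 active = inhibition above a per-campaign cutoff: mean of compounds within control limits plus 3 SD, cut at about 15% in these data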;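 also: 0% = median of all compound wells on the plate and 100% = blocking peptide control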
Target sequence (P02675 whole entry, looked up): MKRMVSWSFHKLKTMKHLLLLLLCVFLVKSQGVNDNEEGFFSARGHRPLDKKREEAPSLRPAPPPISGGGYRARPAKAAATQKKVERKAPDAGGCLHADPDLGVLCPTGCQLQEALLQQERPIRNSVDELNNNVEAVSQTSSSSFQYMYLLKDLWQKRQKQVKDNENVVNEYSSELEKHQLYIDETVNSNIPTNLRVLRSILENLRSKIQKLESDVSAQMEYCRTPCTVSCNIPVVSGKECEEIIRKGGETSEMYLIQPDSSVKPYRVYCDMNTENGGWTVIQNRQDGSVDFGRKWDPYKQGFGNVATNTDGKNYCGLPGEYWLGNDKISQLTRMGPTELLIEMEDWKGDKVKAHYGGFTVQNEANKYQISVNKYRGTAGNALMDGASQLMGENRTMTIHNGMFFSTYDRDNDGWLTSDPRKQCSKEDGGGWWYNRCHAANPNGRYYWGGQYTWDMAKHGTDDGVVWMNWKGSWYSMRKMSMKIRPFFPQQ
Tn7 DDE FP: DD(E)-Tn7 binding inhibition, primary FP screen | P02675 | FP displacement of FITC-Tn7 peptide from fibrin DD(E); 0% = median of compound wells per plate | inhibition, % at 8.3 µM | 0.13% of 370,000 active | AID 720508;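 active = inhibition above the mean of compounds falling within the control limits plus 3 SD of them, cut at about 14% in these data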;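 also: 0% = plate median of compound wells and 100% = 10 µM Aha-Tn7 peptide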
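Assay system: Fibrin-DD(E) protein isolated from polymerized human fibrin clots; read-out basis: percent inhibition; medium: Tris/NaCl/CaCl2 buffer, pH 7.8; signal: FP measurement; incubation: 10 min plus 3 h, room temperature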
KLK7 zymogen act: proKLK7 (human) activation, primary screen | AID 652039 | activation, % at 7 µM | P49862 | purified proKLK7, EDANS-DABCYL substrate fluorescence; 100% is mature enzyme control, 0% vehicle | 0.9% of 370,000 active;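 active = activation above the mean of all tested compounds plus 3 SD, computed per campaign excluding outliers beyond control limits, cut at about 13% in these data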
UHRF1 binding: blocks human UHRF1 binding to methylated DNA; UHRF1 binding to methylated oligo, TR-FRET; inhibition, % at 4.4 µM; 0.75% of 370,000 active; AID 687016; in the data active = inhibition above about 21%;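 also: UHRF1 SRA domain binding a hemimethylated CpG hairpin DNA probe; 0% = median of test compound wells and 100% = reference inhibitor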
sPLA2-III inh: Blocks human group III sPLA2 activity; AID 743126; Q9NZ20; QFRET BODIPY PC-A2 liposome hydrolysis, fluorescence; inhibition, % at 12.2 µM; 0.56% of 370,000 active;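 active = inhibition above mean plus 3 SD of compounds lying within the high and low control bounds, cut at about 19% in these data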;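 also: 0% = median of test compound wells and 100% = no enzyme DMSO wells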
PLC-gamma1 inh: inhibitors of human phospholipase C gamma1. P19174. purified PLC-gamma1, fluorogenic substrate, fluorescence. inhibition, % at 12.2 µM. 0.84% of 370,000 active; in the data active = inhibition above about 9.5%
ASAP1 inh: blocks human ASAP1-stimulated Arf1 GTP hydrolysis; 0.19% of 360,000 active; GDP FP detection; AID 624377; Q9ULH1; inhibition, % at 16.5 µM; in the data active = inhibition above about 25%;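 also: 0% = vehicle with enzyme and substrate and 100% = no enzyme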
NR1D1 modulator: modulators of human Rev-erb alpha DNA binding; P20393; activity, % at 10 µM; 0.79% of 370,000 active; Rev-erbα–FITC-DNA binding, fluorescence polarization, 90 min;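 active = activity above about 14%, limit read from the data; passing the limit was not always enough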;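 also: 0% = DMSO wells with 35 nM protein and 100% = DMSO wells with 750 nM protein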
Target sequence (P20393 whole entry, looked up): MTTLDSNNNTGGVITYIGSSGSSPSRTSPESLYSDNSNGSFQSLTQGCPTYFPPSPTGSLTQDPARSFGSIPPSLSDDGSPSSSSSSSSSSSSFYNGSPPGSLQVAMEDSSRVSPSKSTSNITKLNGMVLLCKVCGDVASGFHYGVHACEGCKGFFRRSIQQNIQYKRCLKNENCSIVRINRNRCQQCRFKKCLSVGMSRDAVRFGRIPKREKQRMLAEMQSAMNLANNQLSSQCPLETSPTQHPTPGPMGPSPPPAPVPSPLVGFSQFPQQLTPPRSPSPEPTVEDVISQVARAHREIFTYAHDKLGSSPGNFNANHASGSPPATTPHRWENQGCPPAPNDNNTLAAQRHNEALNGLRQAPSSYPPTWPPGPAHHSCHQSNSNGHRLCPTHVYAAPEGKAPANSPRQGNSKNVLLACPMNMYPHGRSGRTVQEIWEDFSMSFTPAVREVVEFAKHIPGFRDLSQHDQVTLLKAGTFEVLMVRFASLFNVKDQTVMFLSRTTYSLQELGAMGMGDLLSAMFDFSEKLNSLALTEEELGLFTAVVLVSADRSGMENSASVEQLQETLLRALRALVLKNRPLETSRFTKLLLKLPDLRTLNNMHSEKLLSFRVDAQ
PLC-beta3 inh: inhibitors of human phospholipase C beta3; Q01970; inhibition, % at 12.2 µM; 0.18% of 370,000 active; Purified PLC-beta3, fluorogenic substrate, fluorescence; AID 720704; in the data active = inhibition above about 11%;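 also: 0% = median of compound wells on plate and 100% = full blocker control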
ARFGAP1 inhibitor: rat ARFGAP1 inhibition | AID 651572 | Arfgap1-stimulated ARF1 GTP hydrolysis, GDP FP detection | 0.26% of 360,000 active | inhibition, % at 16.5 µM | Q62848;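 active = inhibition above a per-plate limit, mean inhibition of low control wells plus 3 SD, cut at about 25% in these data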;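 also: 0% = DMSO wells with enzyme and 100% = wells lacking Arfgap1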
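system = rat Arfgap1 catalytic domain, aa 1-136 | technique = FP, GDP Alexa 633 tracer displaced from anti-GDP antibody, 620/688 nm | compound = one concentration, 16.5 µM, DMSO 1.26% | medium = HEPES-based buffer, pH 7.5 | timing = compound-enzyme preincubation 20 min, reaction 120 min, detection 60 min, 25 °C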
Starred values were filed as active, the others as inactive; i = inactive; nt = no result given.

SMILES,DDE Tn6 FP inh,Tn7 DDE FP,KLK7 zymogen act,UHRF1 binding,sPLA2-III inh,PLC-gamma1 inh,ASAP1 inh,NR1D1 modulator,PLC-beta3 inh,ARFGAP1 inhibitor
COC(=O)C1=C(C(=O)OC)SC(=C2C(=S)C(C)(C)N(C(=O)C(C)C)c3ccccc32)S1,-6.1,-1.7,0.4,-8.3,-1.0,-5.8,-0.7,10.9,-5.3,4.0
Fc1ccc(NC(=S)Nc2cccc(Cl)c2)cc1,3.3,-3.0,-0.6,-3.4,-0.5,2.4,9.2,3.8,1.6,10.8
CC(=O)OCC(C)n1c(=O)c2ccccc2n1C(C)=O (stereo not drawn),1.6,-0.9,11.9,1.8,6.0,-6.9,10.6,-6.7,-12.9,1.1
Clc1ccc(Oc2nc(N3CCOCC3)nc(N3CCOCC3)n2)cc1,-3.5,-1.2,0.0,-0.8,0.6,1.3,3.6,0.6,-0.6,4.5
COc1ccc2[nH]c3c(c2c1)CCN1C(=O)C(CC(=O)NCC24CC5CC(CC(C5)C2)C4)C[C@H](C(=O)N(C(C)C)C(C)C)[C@@]31C (stereo partly drawn),4.0,4.7,-0.2,1.6,-10.3,3.6,9.0,0.7,-0.1,9.4
Cn1cnnc1SCc1ccc(C#N)cc1Cl,4.8,-1.1,0.4,0.8,1.7,2.4,-6.5,1.9,0.8,-11.0
COC(=O)CNC(=O)CCc1nnc(C2(c3ccc(Cl)cc3)CCC2)o1,4.3,-2.3,0.0,2.8,-2.8,2.2,5.3,0.6,-4.3,0.5
CCc1ccc(NC(=O)Nc2ccon2)cc1,-11.3,6.5,0.2,4.0,-0.9,2.2,4.9,-1.6,-8.0,0.9
NC(=O)c1ccccc1NCC(=O)c1ccc(F)cc1,-3.0,4.5,2.7,-1.0,21.3*,-112.4,13.9,-1.1,-169.5,5.3
O=C(CNC(=O)c1ccco1)N/N=C/c1ccc(O)c([N+](=O)[O-])c1,0.4,-0.6,0.7,-0.9,8.4,5.2,-8.4,-4.0,8.3,-9.1
Cc1cccc(C)c1NC(=O)CNC(=O)C(Cc1ccccc1)NC(=O)c1ccccc1 (stereo not drawn),-0.4,1.2,-0.4,0.1,-3.0,1.7,-11.1,-2.1,-4.3,-0.8
Cc1cccc(N/C=C(\[N+](=O)[O-])S(=O)(=O)c2ccccc2)c1,2.1,-1.4,-0.3,4.6,-0.6,-0.5,6.6,3.6,0.9,2.0
Cc1ccccc1S(=O)(=O)N1[C@@H](c2ccc(F)cc2)C(C(=O)O)=CC[C@H]1c1ccc(Cl)cc1,-2.5,1.6,-0.3,3.2,-25.6,-2.3,7.2,-0.3,-1.3,-17.4
COc1ccc(OC)c(NC(=O)C(=O)NCc2ccncc2)c1,0.3,-0.1,0.2,-2.5,-3.4,0.0,2.8,0.8,0.8,2.1
CCc1nc2ccc(C(=O)NCCc3ccccn3)cn2c1N(C)Cc1ccc(N(C)C)cc1,-4.3,2.1,0.4,-1.3,15.1,0.1,-1.5,-3.4,-0.7,-7.9
CCOC(=O)C(CO)NC(=O)C1(NC(C)=O)CCCC1 (stereo not drawn),-3.5,4.4,-0.7,-0.7,1.8,0.5,-2.0,-0.6,2.3,-9.4
Cc1cc(OC(C)C(=O)NCC2CCC(C(=O)O)CC2)c2c(C)c(Cc3ccccc3)c(=O)oc2c1 (stereo not drawn),-1.3,4.7,-2.2,0.9,6.2,-27.6,-4.8,-3.6,-30.7,-0.5
COC(=O)[C@]12C[C@H](CC(=O)N3CCOCC3)C(=O)N(Cc3ccc(Cl)cc3Cl)C1=C[C@H](C(C)C)O[C@@H]2C1CC1,-0.7,-5.2,0.2,-0.2,-5.6,-1.2,nt,3.5,-1.7,nt
COc1ccc(O)c(CN2CCCC(C(=O)Nc3cccc(-n4cccn4)c3)C2)c1 (stereo not drawn),-8.4,1.1,-0.1,-2.5,-14.7,-5.0,-6.1,3.2,-11.4,3.7
COc1cccc(CN2CCN(C(=O)[C@H]3O[C@@H](n4cnc5c(N)ncnc54)[C@H](O)[C@@H]3O)CC2=O)c1,3.4,3.2,-0.6,0.9,-0.7,-1.0,2.1,0.2,1.7,-8.9
COc1cc(C)c(NC(=S)Nc2cccc(Cl)c2)cc1OC,8.7,-6.8,0.6,-4.2,0.4,6.0,-12.2,2.3,4.3,-0.8
CCc1ccc(OC2(C)CCN(Cc3ccc(SC)cc3)C2)cc1 (stereo not drawn),6.2,9.7,0.1,-2.9,0.9,-0.7,1.7,-6.3,1.5,13.9
Cc1cccc(C)c1NC(=O)COC(=O)COc1ccc2c(C)cc(=O)oc2c1,2.4,2.4,0.6,-1.8,1.1,-6.7,1.6,-1.7,-8.4,-4.3
CCCCOCCCNC(=O)C[C@@H]1C[C@@]2(C(=O)OC)CCCCC=C2N(CCc2ccc(OC)c(OC)c2)C1=O,7.2,-3.0,-0.1,-2.7,0.0,1.8,2.7,1.8,-1.0,0.3
CCCCCC1(C(=O)OCC)CC(CSC(=N)N)OC1=O (stereo not drawn),-7.8,5.2,0.3,-2.3,4.5,0.9,7.5,-1.1,1.5,2.7
O=C(CCn1nnc(-c2cccs2)n1)N1CCCC1,2.3,2.2,-0.8,-1.5,2.8,-0.1,nt,4.0,5.4,nt
Cc1c(OCC(=O)N2CCC(C(N)=O)CC2)ccc2c1oc(=O)c1ccccc12,-0.8,-3.8,1.3,-1.1,4.2,-109.4,8.1,-5.3,-151.8,11.7
Cc1cs/c(=N/C(=S)Nc2ccccc2)n1C,7.4,-4.3,0.1,0.7,16.5,1.7,2.4,12.7,3.2,16.8
NC(=O)C1CCN(CC(=O)N2c3ccccc3CCc3ccccc32)CC1,-3.3,2.1,0.1,1.1,-0.4,-1.4,4.1,3.5,3.5,-6.2
CCOC(=O)C1C(=O)CC(C)(O)C(C(=O)OCC)C1c1ccc(Br)o1 (stereo not drawn),-4.0,-2.1,0.3,0.4,-10.6,-0.1,5.9,-1.2,0.8,9.9
COc1ccc(C2C(C(=O)Nc3ccccc3OC)=C(C)Nc3ncnn32)cc1 (stereo not drawn),2.2,2.1,-0.2,6.7,7.9,3.6,-0.5,0.8,-4.2,-1.0
CN(C)S(=O)(=O)c1ccc(Cl)c(NC(=O)COC(=O)CCSc2ccccc2)c1,5.5,-1.2,-0.2,2.7,-17.9,-1.9,-10.1,2.0,-0.5,10.9
CCOC(=O)c1cnn2c(C)cc(-c3ccccc3)nc12,2.6,0.6,23.5*,-1.9,1.6,i,-7.9,-2.9,i,4.9
CC(CNC(=O)c1ccc2c(c1)OCO2)c1ccc([N+](=O)[O-])cc1 (stereo not drawn),5.5,8.7,-0.1,-0.4,-0.7,-0.8,9.2,4.8,1.7,6.1
COc1ccc(C(=O)c2ccc(OC)cc2OC)cc1,-5.9,-0.2,0.6,-0.6,-1.1,-2.0,9.5,-2.2,-4.9,-15.5
Cc1c(Cc2ccc3c(c2)OCO3)sc(NC(=O)c2cccc3ccccc23)c1C(N)=O,0.3,-1.3,-4.2,-4.3,0.8,-21.6,16.3,-2.5,-22.2,10.3
CSc1cccc(N=C2C(=O)Nc3ccccc32)c1,-3.0,-4.9,-0.7,-3.9,4.7,2.2,-6.2,-8.9,-3.1,5.2
Cc1ccnc(NC(=O)c2cccc(NC(=O)c3ccccc3C)c2)c1,4.2,-0.2,-0.3,-0.8,5.4,2.5,10.6,3.3,-1.7,-3.9
O=C(O)CSc1nnc(-c2ccc(S(=O)(=O)N3CCCC3)cc2)n1Cc1ccco1,0.6,-1.2,-0.1,-3.5,1.4,-2.9,-0.4,-2.1,0.7,-2.4
CC(C)C(=O)Nc1c2c(nc3c1CCC3)CCCC2,8.0,1.9,-0.4,-1.1,6.4,3.9,2.3,2.2,1.4,-0.3

Random excerpt: three compounds from above, in no set order.
SMILES,DDE Tn6 FP inh,Tn7 DDE FP,KLK7 zymogen act,UHRF1 binding,sPLA2-III inh,PLC-gamma1 inh,ASAP1 inh,NR1D1 modulator,PLC-beta3 inh,ARFGAP1 inhibitor
CC(CNC(=O)c1ccc2c(c1)OCO2)c1ccc([N+](=O)[O-])cc1 (stereo not drawn),5.5,8.7,-0.1,-0.4,-0.7,-0.8,9.2,4.8,1.7,6.1
Cc1ccnc(NC(=O)c2cccc(NC(=O)c3ccccc3C)c2)c1,4.2,-0.2,-0.3,-0.8,5.4,2.5,10.6,3.3,-1.7,-3.9
O=C(O)CSc1nnc(-c2ccc(S(=O)(=O)N3CCCC3)cc2)n1Cc1ccco1,0.6,-1.2,-0.1,-3.5,1.4,-2.9,-0.4,-2.1,0.7,-2.4

New compounds follow
SMILES,DDE Tn6 FP inh,Tn7 DDE FP,KLK7 zymogen act,UHRF1 binding,sPLA2-III inh,PLC-gamma1 inh,ASAP1 inh,NR1D1 modulator,PLC-beta3 inh,ARFGAP1 inhibitor
Cc1ccc(-c2noc(=O)n2CC(=O)c2ccc(Cl)cc2)cc1,0.1,-3.8,0.0,-1.4,-48.9,1.3,4.0,2.0,8.7,3.1
CCOC(=O)C1=CCN(S(=O)(=O)c2ccccc2Cl)C1c1ccc(Cl)c(Cl)c1 (stereo not drawn),-6.3,-7.5,0.4,-3.5,-14.4,6.0,1.0,6.2,0.6,-11.3
COc1cc(C(C)=O)ccc1OC(=O)C(C)N1C(=O)c2ccccc2C1=O (stereo not drawn),3.7,-0.5,-0.1,1.2,3.7,1.7,-5.9,-5.3,6.9,-4.6
Cc1ccc(C2(C)NC(=O)N(CC(=O)NCc3ccccc3Cl)C2=O)cc1 (stereo not drawn),2.6,1.3,0.0,2.1,-0.2,3.5,4.8,-5.5,-1.9,3.7
Cc1ccccc1S(=O)(=O)Cc1ccc(C(=O)NCCN2CCCCC2C)o1 (stereo not drawn),0.9,-7.1,0.1,-2.8,-4.5,-4.4,4.6,-0.6,1.5,-12.3
CC(C)(C)C(=O)Nc1nc2ccc(S(C)(=O)=O)cc2s1,-3.4,0.0,-0.2,2.2,-0.5,3.3,-8.2,-2.1,2.9,0.0
COc1ccc(-c2nc(=S)c3c([nH]2)Oc2ccc(C)cc2C3)cc1O,-10.1,0.8,-0.8,-3.3,-9.2,-0.7,2.8,-8.7,-2.6,8.9
COc1ccc(Cl)cc1S(=O)(=O)N1CCC(C(=O)NC2CCCC2)CC1,3.5,-5.1,-0.1,-2.1,0.7,-0.9,2.6,-0.1,-1.6,-9.3
CC1=NN(c2nc(-c3ccc(C)cc3)cs2)C(=O)C1N=Nc1ccc(C(N)=O)cc1 (stereo not drawn),8.9,3.0,-0.2,-1.8,0.6,-5.0,5.0,3.9,-8.0,17.9
O=C(OCc1cn(Cc2ccccc2)nn1)N1CCCC1,-7.5,-2.4,-0.2,-3.7,-1.4,2.7,nt,-1.7,2.9,nt
CCCS(=O)(=O)c1nc(S(=O)(=O)c2ccc(C)cc2)c(NCc2ccc3c(c2)OCO3)s1,-2.5,-0.5,-0.2,-3.7,-12.6,-0.8,-10.2,2.5,-0.8,-9.3
